EP2 modulator – EP2 receptor modulators, cAMP readout, primary screen, cell-based, HTRF cAMP, PGE2 stimulation; Prostaglandin E2 receptor EP2 subtype (Homo sapiens), P43116; EP2-expressing cells, cAMP HTRF FRET, PGE2 co-stimulation; induction, % at 25 µM; 260,000 compounds, 0.83% hits; AID 940, 2007;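 active = compounds whose cAMP rise, as percent of the full-agonist control response, exceeds 60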;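 note: rat C6 glioma line stably carrying human EP2 under a CMV promoter; the protocol text gives 20 µM as final concentration; 100% = response of wells given 1 µM PGE2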
S1P4 agonist – S1P4 receptor agonists, primary screen, cell-based. Sphingosine 1-phosphate receptor 4 (Homo sapiens), O95977. 220,000 compounds, 0.35% hits. S1P4-expressing cell line, agonist reporter assay. activation, % at 4.98 µM. AID 1509, 2009; in the data active = activation above about 11%;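 note: 0% = DMSO vehicle and 100% = reference agonist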
Target sequence (O95977 whole entry, looked up): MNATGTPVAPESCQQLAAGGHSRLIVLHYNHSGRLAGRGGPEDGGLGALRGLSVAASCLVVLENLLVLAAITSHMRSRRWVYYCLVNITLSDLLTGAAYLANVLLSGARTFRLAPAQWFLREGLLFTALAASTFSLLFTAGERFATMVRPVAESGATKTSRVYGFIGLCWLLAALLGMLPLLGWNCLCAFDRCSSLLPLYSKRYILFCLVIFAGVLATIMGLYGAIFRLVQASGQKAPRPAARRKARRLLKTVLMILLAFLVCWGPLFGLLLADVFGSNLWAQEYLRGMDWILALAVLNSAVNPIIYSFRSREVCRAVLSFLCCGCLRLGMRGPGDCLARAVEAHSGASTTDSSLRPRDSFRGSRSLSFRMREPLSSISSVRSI
PERK inhibitor – block of dimerizer-induced PERK translation repression, primary screen, PERK inhibitor project, CHO PERK-DD cells, SEAP luminescence, HTS. inhibition, % at 5.6 µM. 220,000 compounds, 0.17% hits. AID 1416, 2008. CHO PERK-DD fusion, SEAP luminescence translation reporter. Eukaryotic translation initiation factor 2-alpha kinase 3 (Homo sapiens), Q9NZJ5;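 active = inhibition above the mean inhibition of all tested compounds plus 3 SD, set separately per screening campaign, cut at about 2.9% in these data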;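 note: PERK kinase domain activated by AP20187 dimerizer at 100 nM; 0% = DMSO with dimerizer and 100% = rapamycin at 8.4 µM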
S1P4 antagonist – S1P4 receptor antagonists, primary screen, cell-based; inhibition, % at 4.98 µM; 220,000 compounds, 0.26% hits; S1P4-expressing cells, antagonist mode, reporter read-out; AID 1510, 2009; in the data active = inhibition above about 29%;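 note: 0% = wells stimulated with agonist and 100% = vehicle wells without agonist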
Calpain2 inh – inhibitors of pig calpain II, primary screen, biochemical, fluorogenic peptide substrate, 1536-well; purified calpain II, 30 min; 220,000 compounds, 0.37% hits; AID 1236, 2008; inhibition, % at 16 µM;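 active = inhibition above about 50%, limit read from the data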
TRPML3 ag – human TRPML3 channel agonists, primary screen, cell-based, HEK293 TRPML3-YFP, Fluo-8 calcium fluorescence, 3 µM. activation, % at 3 µM. 220,000 compounds, 0.29% hits. Mucolipin-3 (Homo sapiens), Q8TDD5. 100% = the carbachol control signal;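 active = activation above its plate's cutoff, the mean activation of the plate's test wells plus 3 SD, cut at about 12% in these data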;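 note: 0% = DMSO only wells and 100% = carbachol wells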
Target sequence (Q8TDD5 whole entry, looked up): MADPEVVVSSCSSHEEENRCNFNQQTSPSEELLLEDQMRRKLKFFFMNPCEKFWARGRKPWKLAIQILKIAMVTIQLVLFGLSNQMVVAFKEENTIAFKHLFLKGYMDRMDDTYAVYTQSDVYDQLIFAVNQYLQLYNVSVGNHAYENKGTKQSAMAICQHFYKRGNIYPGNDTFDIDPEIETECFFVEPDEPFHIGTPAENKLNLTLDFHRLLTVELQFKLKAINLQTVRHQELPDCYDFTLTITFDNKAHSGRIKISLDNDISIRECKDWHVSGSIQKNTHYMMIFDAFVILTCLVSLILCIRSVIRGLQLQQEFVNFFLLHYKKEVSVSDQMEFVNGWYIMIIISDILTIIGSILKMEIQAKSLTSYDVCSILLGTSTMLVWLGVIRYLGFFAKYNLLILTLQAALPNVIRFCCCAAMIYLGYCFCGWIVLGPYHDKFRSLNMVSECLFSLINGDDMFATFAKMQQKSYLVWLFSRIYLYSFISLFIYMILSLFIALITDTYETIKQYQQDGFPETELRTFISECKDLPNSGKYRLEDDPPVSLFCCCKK
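system = HEK293 cells stably carrying human TRPML3-YFP | doses = one concentration, 3 µM nominal, 0.3% DMSO | timing = dye loading 1 h 37 °C then 30 min ambient, 125 s read | detection = Fluo-8 calcium dye fluorescence, ex 470-495, em 515-575 nm | benchmarks = high control carbachol 87 µM, low control DMSO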
TRPN1 ag – zebrafish TRPN1 channel agonists, primary screen, cell-based, HEK293, calcium fluorescence; 220,000 compounds, 0.18% hits; activation, % at 3 µM; transient receptor potential cation channel N1 (TRPN1/NompC), Danio rerio; HEK293 zebrafish TRPN1-YFP, Fluo-8 calcium fluorescence; 100% = response to 87 µM carbachol;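 active = activation above its plate's cutoff, the mean activation of test wells on that plate plus 3 SD, cut at about 19% in these data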;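 note: 0% = DMSO alone and 100% = 87 µM carbachol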
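System: zebrafish TRPN1-YFP in HEK293 cells / Dosing: 3 µM single point / Timing: dye loading 1 h at 37 °C, then 30 min room temperature / Signal: Fluo-8 calcium fluorescence, excitation 470-495 nm, emission 515-575 nm / Read-out basis: percent activation from peak over basal fluorescence ratio, control-normalized / Control set: high carbachol 87 µM, low DMSO alone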
BaF3 tox – parental Ba/F3 cell viability inhibition, counter-screen for JAK2V617F inhibitor project, murine pro-B, CellTiter-Glo luminescence; CellTiter-Glo ATP luminescence; inhibition, % at 5.6 µM; 220,000 compounds, 1.1% hits; AID 1486, 2009;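 active = inhibition above a per-campaign cutoff, the mean inhibition of all tested compounds plus 3 SD, cut at about 27% in these data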;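 note: 0% = DMSO wells and 100% = JAK Inhibitor I control wells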
Ba/F3 V617F tox – reduced viability of JAK2V617F-dependent Ba/F3 cells, primary screen, JAK2V617F inhibitor project, cell-based, Ba/F3 EpoR-JAK2V617F, luminescence. 220,000 compounds, 1.1% hits. ATP luminescence. AID 1446, 2008. inhibition, % at 5.6 µM;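 active = inhibition above the campaign mean plus 3 SD over all tested compounds, cut at about 24% in these data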;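 note: cytokine-independent growth of Ba/F3 cells driven by EpoR plus mutant JAK2; 0% = DMSO-treated cells and 100% = JAK inhibitor I control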
* = called active by the depositor; & = joins results of further samples.

SMILES,EP2 modulator,S1P4 agonist,PERK inhibitor,S1P4 antagonist,Calpain2 inh,TRPML3 ag,TRPN1 ag,BaF3 tox,Ba/F3 V617F tox
O=C(Cn1nc(Cl)nc1Cl)c1ccc2c(c1)OCCO2,20.5,-0.8,2.7,1.8,21.4,0.7,1.7,4.4,-0.8
c1ccc(NCCCNc2ccccc2)cc1,-26.1,0.0,1.8,-5.1,7.8,-0.4,-2.5,-0.9,-1.3
Cc1sc2nc(CC(=O)N3CCCC3)[nH]c(=O)c2c1C,23.1,-1.6,0.3,-7.8,-24.9,0.3,0.3,1.3,1.3
CCOC(=O)Cc1cc(=O)n2[nH]c(C(C)(C)C)cc2n1,-14.9,0.7,1.6,-4.3,5.5,-0.1,-0.1,-2.9,2.5
CN1CCN(/N=C/c2nc(-c3ccc(Cl)cc3)n3ccccc23)CC1,-16.8,2.2,-0.1,-10.2,-16.8,-0.1,-1.0,8.6,13.0
COc1cc(/C=N/NC(=O)c2cccnc2)ccc1OC(=O)c1ccc([N+](=O)[O-])cc1,-42.7,-0.5,0.1,1.7,20.3,1.9,4.0,8.6,2.4
Cc1csc2ncc(C(=O)Nc3ccon3)c(=O)n12,7.0,1.6,-0.7,1.2,-297.6,-0.1,-0.7,0.2,-1.1
CN(C)S(=O)(=O)c1cccc(NC(=O)/C=C/c2ccccc2[N+](=O)[O-])c1,-36.4,0.0,-0.2,-24.6,1.3,1.4,2.8,0.8,3.5
Nc1nc(NCC2CCCO2)nc(Nc2ccc(F)cc2)c1[N+](=O)[O-] (stereo not given),14.8,25.3*,0.8,-10.4,9.5,0.7,-0.1,5.0,-0.9
COc1cc(NC(=O)c2ccccc2)c(OC)cc1NC(=O)CN1CCN(c2ccccn2)CC1,-15.7,-0.1,-1.6,5.0,-56.3,0.6,0.8,2.9,1.8
CC1CCCN(C(=O)c2ccncc2)C1 (stereo not given),-1.8,0.3,0.8,-25.9,4.5,0.2,-0.2,0.0,-6.2
COc1ccc(-n2cc(CN(C)C3CCOCC3)c(-c3cccc(F)c3)n2)cc1,-5.6,0.1,1.1,-7.9,-3.0,0.5,1.4,6.1,3.1
Cn1c(CNC(=O)c2cccs2)nnc1SCC(=O)Nc1ccc(Cl)cc1,19.1,-1.1,0.0,-16.8,14.9,-0.7,-1.5,-1.1,-5.1
Cc1ccc(N2C(=O)C3C(C2=O)C(C(=O)c2ccc(Cl)cc2)N2CCCC32)cc1 (stereo not given),32.5,-3.5,-0.3,-4.9,-104.3,1.5,1.7,-0.5,-2.7
COc1ccc(Oc2nc3ccccc3n(C)c2=O)cc1,-3.2,0.7,-1.2,-8.6,-45.0,-0.6,-0.4,2.3,-0.8
COc1cccc2cc(C(=O)NCCc3c[nH]c4ccccc34)c(=O)oc12,-68.5&-43.1,-0.3,0.3,-2.0,8.2,0.3,0.9,3.2,0.7
CCOC(=O)c1ccc(N=C2SC(C(=O)NCCc3ccccc3)CC(=O)N2C)cc1 (stereo not given),-33.9,0.4,1.0,10.2,22.8,1.1,1.1,7.2,2.0
COc1ccc(/C=C/C(=O)C(C)(C)C)cc1OC,-28.1,2.0,0.1,6.6,-1.3,-0.3,0.6,0.3,0.9
Cc1nc2[nH]c(=S)[nH]c2cc1Br,0.0,-0.5,1.1,-14.6,16.3,0.5,1.2,5.5,-1.8
O=C(c1ccco1)N1C(=O)c2cccc3cccc1c23,-9.7,2.1,2.0,-6.4,-79.4,1.0,1.0,-0.3,-4.0
Cc1onc(-c2c(F)cccc2Cl)c1C(=O)N1CCN(c2ncccn2)CC1,2.2,-0.6,0.5,-5.4,-26.3,0.8,2.9,6.1,1.8
O=C(N/N=C/c1ccccn1)c1ccc(Br)cc1,-11.5,-1.1,0.4,-19.5,19.4,0.5,1.1,11.5,3.1
Cc1ccc(-c2csc(N/N=C/C=C/c3ccccc3)n2)cc1,-36.7,0.8,-0.5,-33.0,-28.9,0.3,-0.5,-0.3,-3.7
Cc1nn2c3c(cnc2c1-c1ccccc1)C(=O)CC(c1ccco1)C3 (stereo not given),21.2,-0.5,-0.3,11.7,-39.5,0.3,0.4,4.9,5.6
COCCNCCCCOc1c(Cl)cc(C)cc1Br,-28.1,-3.0,-0.2,3.7,-5.6,0.5,0.2,6.3,0.3
Cc1cnnn1-c1ccc([N+](=O)[O-])cc1,30.9,3.1,0.5,-9.6,-4.2,0.5,0.5,0.7,-0.3
COc1ccc(-c2[nH]ncc2/C=N/NC(=O)c2cc(Br)ccc2O)c(OC)c1,-28.7,-3.5,1.5,-7.5,-59.2,1.0,2.0,8.5,3.2
Cc1ccc(S(=O)(=O)n2cc(-c3ccccc3)c(N)n2)cc1,-40.7,1.9,0.8,-10.1,-8.6,-1.5,-1.6,4.2,-1.8
COc1ccc2cc(C(=O)NCc3ccco3)c(=O)oc2c1,-10.7,1.5,0.5,-14.3,-165.1,-0.3,0.2,3.1,-3.5
CCC1CCC2(CC1)NC(CO)(CO)CO2 (stereo not given),19.6,0.5,1.0,-10.9,3.5,0.8,0.3,0.8,-5.0

Record cards, as listed above. Order of values: EP2 modulator	S1P4 agonist	PERK inhibitor	S1P4 antagonist	Calpain2 inh	TRPML3 ag	TRPN1 ag	BaF3 tox	Ba/F3 V617F tox
Shown for CCC1CCC2(CC1)NC(CO)(CO)CO2 (stereo not given) : 19.6	0.5	1.0	-10.9	3.5	0.8	0.3	0.8	-5.0
Shown for COc1cc(NC(=O)c2ccccc2)c(OC)cc1NC(=O)CN1CCN(c2ccccn2)CC1 : -15.7	-0.1	-1.6	5.0	-56.3	0.6	0.8	2.9	1.8
Shown for Cc1ccc(-c2csc(N/N=C/C=C/c3ccccc3)n2)cc1 : -36.7	0.8	-0.5	-33.0	-28.9	0.3	-0.5	-0.3	-3.7
Shown for CN1CCN(/N=C/c2nc(-c3ccc(Cl)cc3)n3ccccc23)CC1 : -16.8	2.2	-0.1	-10.2	-16.8	-0.1	-1.0	8.6	13.0
Shown for CCOC(=O)c1ccc(N=C2SC(C(=O)NCCc3ccccc3)CC(=O)N2C)cc1 (stereo not given) : -33.9	0.4	1.0	10.2	22.8	1.1	1.1	7.2	2.0

New compounds follow.
SMILES,EP2 modulator,S1P4 agonist,PERK inhibitor,S1P4 antagonist,Calpain2 inh,TRPML3 ag,TRPN1 ag,BaF3 tox,Ba/F3 V617F tox
Cc1cc(/C=C2\SC(=Nc3ccccc3)NC2=O)c(C)n1-c1ccc(S(N)(=O)=O)cc1,-28.8,2.2,0.2,-13.3,-109.9,0.8,0.8,62.6*,28.3*
O=C(NCCCn1ccnc1)C(Cc1ccc([N+](=O)[O-])cc1)N1C(=O)c2ccccc2C1=O (stereo not given),14.4,1.3,0.9,-11.4,-12.1,0.3,-1.2,0.6,-3.4
O=[N+]([O-])c1cc(C(F)(F)F)ccc1Oc1cccnc1[N+](=O)[O-],-14.2,-0.6,1.3,-1.5,1.7,-0.2,0.9,5.4,0.3
C=CCn1c(SCC(=O)Nc2cc(C)cc(C)c2)nnc1-c1cnccn1,-18.2,-1.0,-1.1,-10.6,-0.6,-1.4,-1.9,2.9,5.0
Clc1ccc(-c2nc(NCCCN3CCOCC3)c3ccccc3n2)cc1,-19.5,-0.5,-1.1,8.9,7.0,2.6,8.0,0.5,3.0
CC(Oc1ccc(Br)cc1)C(=O)N1CCC(C(N)=O)CC1 (stereo not given),-10.5,-0.1,0.3,-2.4,7.1,0.3,-0.4,1.7,2.3
Cc1ccc(NC(=O)c2ccc(OC(=O)COc3ccc(Cl)c(C)c3)cc2)cc1,1.8,-0.4,0.9,-12.5,-5.2,0.5,-0.7,1.7,0.4
Cc1noc(C)c1COc1cccc(C(=O)OCCOc2ccc(F)cc2)c1,38.6,-1.6,-1.2,0.6,8.9,0.1,1.2,-1.2,-3.2
Cc1cccc(C)c1NC(=O)COC(=O)c1cccc2c1C(=O)c1ccccc1C2=O,14.4,0.3,0.5,-9.0,-3.3,-0.1,2.3,-0.2,-2.9
COc1cc(CC(=O)OCC(=O)Nc2cc(S(=O)(=O)N3CCCC3)ccc2Cl)cc(OC)c1OC,-19.9,-2.4,-0.1,-20.4,-4.0,-0.7,0.7,3.0,2.8
O=C(N[C@@H](Cc1ccccc1)C(=O)OCc1ccccc1)c1nc[nH]c1C(=O)NC(c1ccccc1)c1ccccc1,11.0,0.4,0.5,-17.9,33.9,0.7,2.0,2.0,2.3
CCOc1cc(NC(=S)NCC(C)C)c(OCC)cc1NC(=O)c1cccs1,6.3,0.8,-1.9,-2.6,14.5,-0.8,-1.6,1.9,1.7
COCCn1c(SCC(=O)c2cc(C)n(C)c2C)nc2ccccc2c1=O,-50.2,-0.7,-0.3,-3.8,-0.8,-0.8,-0.9,-1.8,-2.5
O=C(COc1ccc(Cl)cc1Cl)NC(=O)N1CCCCC1,2.0,1.4,-0.6,-6.5,-8.1,-0.8,-0.2,3.1,-3.1
O=C(Nc1ccccc1N1CCOCC1)c1cc(-c2ccncc2)nc2ccccc12,-7.9,1.1,0.5,-0.6,-47.3,0.9,1.6,10.7,-1.3
Cc1ccc(CN2C(=O)C3CCCN3c3ccc(C#N)cc32)cc1 (stereo not given),12.3,2.5,0.1,1.9,-38.5,1.4,-1.0,0.5,2.8
Cc1nc2ccccc2n1CC(O)COC1CCCCC1 (stereo not given),12.2,0.9,0.3,6.8,-6.3,1.0,3.1,2.3,-4.2
CCc1nnc(NS(=O)(=O)c2ccc(NC(=S)NC(=O)c3ccc(Br)cc3)cc2)s1,-79.1,0.6,0.7,-13.3,70.4*,0.7,0.4,4.8,-2.4
CCNC(=S)N(Cc1cc2cc(C)cc(C)c2[nH]c1=O)C1CCCC1,-10.4,-1.8,-0.7,-0.9,0.4,0.1,-1.7,-3.4,-1.9
COc1ccc(NC2=C(C(C)=O)C(c3ccc(OC)c(OC)c3)C(C(C)=O)C(C)(O)C2)cc1 (stereo not given),16.9,-1.1,-0.6,-10.3,-5.5,0.3,-0.1,-1.2,-3.0
O=S1(=O)N=C(N(CCO)/N=C/c2ccccc2)c2ccccc21,10.4,-0.5,-0.4,-5.0,8.4,0.0,2.0,2.2,3.8
